Bioassay records: PubChem BioAssay, National Center for Advancing Translational Sciences (NCATS)
Pf Dd2 growth: qHTS Primary assay for Inhibitors of Plasmodium falciparum Dd2 growth in vitro | actives 4.3% (n = 120,000) | Potency, µM (series often up to 28.9 µM), for the others: at the top dose activity, negative = inhibition, hits mostly inhibitors | P. falciparum Dd2 growth, SYBR Green, 72 h; active means well fitted inhibition curve with a large enough effect; inconclusive means small, poorly fitted or top-dose-only effect; inactive means no such curve, though single readings can be large or run the other way;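 further: plate controls were DMSO vehicle for no effect and reference drug for full effect; nearly all actives have a fitted effect of over 65% in size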
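Infected erythrocytes (Dd2, 0.3% parasitemia, 2.5% hematocrit final) are added to compound in RPMI-1640/Albumax II medium, grown 72 h at 37C in low oxygen, then lysed with saponin/Triton-X containing SYBR Green and read by fluorescence.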
Active calls of the source: *; i = inactive; ? = inconclusive; [ ] = remark or other dose. Potency means the concentration at half of the fitted maximal effect. Only part of the results is shown; rates above refer to the full screens.

Structure	Pf Dd2 growth
COc1ccc(NC(=O)CN2C(=O)COc3ccc(S(=O)(=O)N4CCOCC4)cc32)cc1	21.3%
CC(C)n1cc(-c2nc3cc(S(=O)(=O)N4CCCC4)ccc3n2C)cn1	-4.7%
NC(=O)[C@H](CC1CCCCC1)NC(=O)[C@@H]1CN(C(=O)c2cccnc2)CCN1C(=O)C1CCNCC1	10.2%
COc1cccc(CNC(=O)Cn2c(=O)cc(C(F)(F)F)c3c(C)nn(C)c32)c1OC	i
COc1ccc(-c2nn3c(-c4ccccc4)nnc3c3ccccc23)cc1	33.1%[activator]
O=C(Nc1ccc2nnc(-c3ccc(C(=O)N4CCCCC4)cc3)n2c1)C1CCC1	?
COCCn1c(C)cc(C(=O)N[C@@H]2CN(C)C[C@H]2CN(C)C)c1C	5.1%
Clc1cccc(-c2cnc([C@@H]3COCCN3Cc3cnc4ccccc4c3)[nH]2)c1	?
O=C1CCc2cc(S(=O)(=O)NCc3ccccc3)cc3c2N1CC3	20.7%
Cc1ccc(NC(=O)Cn2c(=O)n(CCCCC(=O)NCCc3ccccc3)c(=O)c3ccccc32)c(C)c1	-2.9%

Four structures already listed, arranged by molecular weight, highest first.
Structure	Pf Dd2 growth
Clc1cccc(-c2cnc([C@@H]3COCCN3Cc3cnc4ccccc4c3)[nH]2)c1	?
CC(C)n1cc(-c2nc3cc(S(=O)(=O)N4CCCC4)ccc3n2C)cn1	-4.7%
COc1ccc(-c2nn3c(-c4ccccc4)nnc3c3ccccc23)cc1	33.1%[activator]
COCCn1c(C)cc(C(=O)N[C@@H]2CN(C)C[C@H]2CN(C)C)c1C	5.1%

More records.
Structure	Pf Dd2 growth
COc1ccc2ccccc2c1CN1CCC2(CC1)[C@H](O)C[C@@H]2OCCN	?
Cc1cccc(C)c1NC(=O)Cn1nc2c(cc1=O)CCCCC2	i
Cc1cc(C)nc(SCc2ccc(-c3nc(C4CCOC4)no3)o2)n1 (stereo not drawn)	-22.1%
C[S+](=O)([O-])Nc1cccc(-c2nc(N3CCOCC3)cc3c2CN(CC2CC2)C3=O)c1	?
CN(C(=O)NCc1noc2ccccc12)c1cccc(Cl)c1	?
Cc1cc(C)c2c(CC(=O)N(Cc3ccc(N(C)C)cc3)Cc3ccco3)coc2c1	-24.1%
CC(CN1CCCC1)CN(C)c1nc(CCN)nc2ccccc12 (stereo not drawn)	-8.0%
CC1CCC2(CC1)NC(=O)N(CC(=O)Nc1ccc(C(F)(F)F)cc1)C2=O (stereo not drawn)	-9.4%
COc1cccc(-n2c(=O)c3c4c(sc3n(Cc3ccc(C)cc3)c2=O)CCCC4)c1	6.5%
CC(=O)N1CCC(C(=O)N2CCn3nc(Cc4ccccc4)cc3C2)CC1	11.2%
O=C(Cn1cc(SCc2ccccc2)c2ccccc21)N1CCCCC1	-28.9%
COCCN1CCC(N2CCN(C(=O)c3ccc(Cl)s3)CC2)C1=O (stereo not drawn)	-16.6%
O=S1(=O)CCN(c2cccc(-c3nc(C4CCOC4)no3)c2)CC1 (stereo not drawn)	1.7%
Cc1c(C(=O)OC2CCCCCC2)[nH]c2c1C(=O)CC(c1ccc(Cl)cc1)C2 (stereo not drawn)	-9.1%
OCC1CN(Cc2cccnc2)CCC12CCN(Cc1cccc(O)c1)CC2 (stereo not drawn)	i
O=C(O)CSCC(=O)N[C@H]1CO[C@H]2[C@@H]1OC[C@@H]2Nc1nccc(-c2cccc(F)c2)n1	-29.0%
COc1cccc(CNC(=O)C2CCN(Cc3cc4ccccc4n3Cc3ccc(C)cc3)CC2)c1	i
O=C(C1Cn2cccc2C(=O)N1Cc1ccccc1)N1CCOCC1 (stereo not drawn)	-3.9%
CN1CC[C@H](c2nc3ccccc3[nH]2)C1	-22.1%[76.6 µM]
COc1cc2c(cc1OC)C(CNC(=O)c1cccc(F)c1)N(C(=O)Nc1ccc(C)cc1)CC2 (stereo not drawn)	i
COc1ccc(Cc2ncc3c(n2)CN(C(=O)c2cc(C)c(C)cc2C)C3)cc1	?
O=C(COc1ccc(Cl)cc1)Nc1nnc2n1CCS2	i
O=S1(=O)NC2(CCN(Cc3ccc(Cl)s3)C2)COc2ccncc21 (stereo not drawn)	-13.2%
Cc1ccc(CNC(=O)Cn2cc(S(=O)(=O)Cc3ccccc3F)c3ccccc32)cc1	i
COc1ccc(C2=CC(c3ccccc3F)n3ncc(C(=O)Nc4ccc(C)cc4)c3N2)cc1 (stereo not drawn)	7.94µM*
O=C1CS(=O)(=O)C2(C(=O)N(Cc3ccccc3Cl)c3ccccc32)N1c1ccc(F)cc1 (stereo not drawn)	5.62µM*
c1cnc2nc([C@H]3CCN(C4CCCCC4)C3)[nH]c2c1	?
Cc1cccc(N2CCN(C(=O)c3cc4ccc5cccnc5c4[nH]3)CC2)c1C	?
COCc1nc(C2CCCN(C(=O)CC(C)C)C2)no1 (stereo not drawn)	33.1%[activator]
Cc1ccc(C)c(N2CCN(C(=O)c3ccc(NC(=O)c4nsc5ccccc45)cc3)CC2)c1	50.1%[activator][0.594 µM]
CCC(C)C(=O)N1CCc2c(c(C(=O)O)nn2CCCc2ccccc2)C1 (stereo not drawn)	-0.6%
O=S1(=O)NCC2(CCCN(CCc3ccccc3)C2)Oc2ncccc21 (stereo not drawn)	?
Cc1ccc(CNC(=O)c2nn(-c3ccc(Cl)cc3)nc2CO)cc1	2.8%
O=C(c1cc(-c2ccccc2)n[nH]1)N1CCC2(CC1)N=C(c1ccccc1)NO2	i
O=C(NC1CCN(c2cc(-c3cccs3)[nH]n2)CC1)c1ccc(Cl)cc1	i
O=c1[nH]c(C2CCN(Cc3ccccc3C(F)(F)F)CC2)nn1Cc1ccccc1	?
CCOc1ccc(C2CC(=O)Nc3cc4c(cc32)OCO4)cc1OC (stereo not drawn)	7.8%
Cc1cccc(C)c1NC(=O)Cn1nnc(C(=O)NCc2ccc(F)cc2)c1N	i
COc1cccc(NC(=O)Nc2cc(-c3cn4cccnc4n3)ccc2OC)c1	i
OCc1ccc(-c2cc(-c3cccnc3)c3cncn3c2)cc1	-25.0%[44.1 µM]
CN1C(=O)C2(c3ccccc31)N(c1cccc(F)c1)C(=O)CS2(=O)=O (stereo not drawn)	39.3%[activator][5.79 µM]
COc1ccc(-c2ccc3c(c2)C(=O)N2CC[C@H](NC(=O)CSC)[C@H]2C(=O)N3)c(OC)c1	?
CCN(Cc1c(F)cccc1Cl)C(=O)CCc1c(C)nn(C)c1C	-16.9%
Cc1ccc(S(=O)(=O)n2nc(-c3ccccc3)nc2NCc2ccccc2Cl)cc1	?
COc1ccc(NC(=O)Cn2nnc(-c3nc(-c4ccncc4)no3)c2N)cc1OC	-7.5%
COc1cccc2c1ccn2CCNC(=O)Cn1nc2c(cc1=O)CCCC2	-1.7%
O=C(c1cccnc1OC1CCN(S(=O)(=O)c2ccccc2)C1)N1CCOCC1 (stereo not drawn)	-23.2%
CC(C)CCN1CC2(CCCN(C(=O)c3cc(C(F)(F)F)[nH]n3)C2)CCC1=O (stereo not drawn)	-16.5%
COc1cccc(-c2nnc3n(CCc4ccccc4)c(=O)c4ccccc4n23)c1O	6.4%
CC(C)C(=O)N1CCC2(CCNC(=O)CC2)CC1	20.7%

Other structures follow.
Structure	Pf Dd2 growth
CC(C)c1ccc(C(=O)N2CCC(OC3CCN(C)CC3)CC2)cc1	?
O=S(=O)(c1ccccc1)N1CCn2c(nnc2[C@@H]2C[C@@H](O)CN2Cc2cccnc2)C1	21.6%
CN(Cc1ccccc1)C(=O)c1c[nH]c2ccc(S(=O)(=O)Nc3ccccc3F)cc2c1=O	11.3%
O=C(CC(c1ccc(F)cc1)c1cn(Cc2ccccc2)c2ccc([N+](=O)[O-])cc12)N1CCOCC1 (stereo not drawn)	0.178µM*
CCCN(C(=O)Cn1ncc2c([nH]c3ccc(C)cc32)c1=O)c1ccccc1C	-15.7%
Cc1ccc(OCC(=O)Nc2nnc(S(=O)(=O)N3c4ccccc4CC3C)s2)cc1 (stereo not drawn)	0.2%
COc1cccc(CN[C@@H]2CCC[C@@H](C(=O)N(C)Cc3cccnc3)CC(=O)N(C)C2)c1	-16.9%
COc1ccc(-c2nc(C3CC(=O)N(c4ccc(OC)c(OC)c4)C3)no2)cc1F (stereo not drawn)	49.0%[activator]
COc1ccc(-c2cc(N3CCN(C(=O)Cc4ccc(F)cc4)CC3)n[nH]2)cc1	?
Cc1ccnn1CC(=O)N1CCOc2c(O)cc(-c3cccc(Cl)c3)cc2C1	?
Cc1noc(C)c1-c1cc2cc(CO)oc2c(-c2ccccc2)n1	-9.9%[44.1 µM]
Cc1ccc(F)cc1S(=O)(=O)N1CCC(c2nc3ccccc3s2)CC1	47.3%[activator]
COc1ccc2cc(C(=O)N(C)C3CCc4nn(C)c(=O)n4CC3)[nH]c2c1 (stereo not drawn)	i
CC1=C[C@@H](CNCc2cccnc2)[C@H](C(C)C)C[C@H]1Cc1nnc(-c2ccccc2)o1	?
COc1cccc2cc(C(=O)Nc3ccc(C)cc3)c(=O)oc12	23.2%
CCOc1ccccc1NC(=O)CN1C(=O)CC(c2ccco2)Sc2ccccc21 (stereo not drawn)	-23.3%
CCCCN1C(=O)C(O)(c2c(C)[nH]c3ccccc23)c2cc(Br)ccc21 (stereo not drawn)	11.2µM*
N#Cc1cccnc1N1CC2CCC(C1)N2CC(F)(F)F	7.4%[44.1 µM]
Cc1cn2nc(C(=O)Nc3ccc4c(c3)OCCO4)cc2c(N(C)Cc2ccccc2)n1	?
CCOC(=O)CNC(=O)Cn1nc(N2CCN(c3ccccc3)CC2)ccc1=O	21.7%
Cc1noc(C)c1S(=O)(=O)NCC1(COc2ccc(C(F)(F)F)cn2)C[C@@H](O)[C@@H](O)C1 (stereo partly drawn)	-12.1%
CS(=O)(=O)N1CCC(C2CCN(C(=O)CN3CCOCC3)C2)CC1 (stereo not drawn)	-9.1%
Cc1ccn(CC(=O)N[C@@H]2CN(c3ncccn3)C[C@H]2CO)n1	23.0%
CC(=O)Nc1ccc2n(c1=O)C[C@H]1C[C@@H]2CN(C(=O)c2ccccn2)C1	-18.3%[44.1 µM]
COc1ccc(OCc2nc(C3CN(C(=O)c4n[nH]c5ccccc45)C3)no2)cc1	1.0%
O=C(CCc1conc1-c1ccccc1F)NCc1cccc(C(F)(F)F)c1	-8.1%
COc1ncccc1-c1cc2c(ccn2CC2CCN(C)CC2)c(N2CCOCC2)n1	8.91µM*
Cc1noc(C)c1C(=O)N[C@H]1[C@H](O)[C@H](O)C[C@@H]1c1cccnc1	1.4%[44.1 µM]
Cc1nc(CNC(=O)c2cccc(S(=O)(=O)N3CCC[C@H]3CO)c2)no1	-4.4%
O=c1c(-c2cc(-c3ccc(Cl)cc3)nc3c2COc2ccccc2-3)coc2ccccc12	i
CN(C)C[C@@H]1CN(Cc2cccnc2)C[C@H]1NC(=O)c1ccc(F)c(Cl)c1	?
O=C([C@@H]1C[C@H](Oc2ccccc2)CN1C(=O)c1cc2ccccc2[nH]1)N1CCCC1	?
CCCCN1C(=O)[C@@H]2C[C@@H](O)CN2C2(CN(C)C2)C1=O	-15.7%[44.1 µM]
CCSc1nnc(NC(=O)c2cc(=O)c3cc(C)ccc3o2)s1	i
CCc1ccc(CNCc2c(C(=O)O)n(Cc3cccc(F)c3)c3cc(OC)ccc23)cc1	?
COCCN1CCC(N2CCN(C(=O)C3CCCCC3)CC2)C1=O (stereo not drawn)	-13.2%
COc1ncc(-c2cccc(COc3ccc4c(cnn4CC[S+](C)(=O)[O-])c3)c2)cn1	?
CN1CCC(C(=O)N2Cc3ccccc3CC3(CCN(Cc4ccncc4)C3)C2)CC1 (stereo not drawn)	?
CSCCC(=O)N1CCCC(CCc2ccccc2F)C1 (stereo not drawn)	-8.9%
COc1ccc(C(=O)N2CCC3(CC2)CC(c2ccccc2)=NO3)cc1	i
Cn1ncc2c(C(=O)NCc3cccnc3)cc(-c3ccc(Cl)cc3Cl)nc21	i
Cc1ccc(S(=O)(=O)N2CCCc3cc(NC(=O)c4ccc(F)c(F)c4)ccc32)cc1	-5.3%
NC(=O)C1CCN(c2cc(-c3noc([C@@H]4CCCN4Cc4ccc(Cl)cc4)n3)ccn2)CC1	-22.6%
CN(C)c1ccc(CN[C@H]2C[C@H]3C(=O)NC[C@@H](CCC(=O)Nc4ccccc4)N3C2)cc1	-4.9%
COc1ccc(C(=O)N2C[C@@H](Oc3cccnc3)C[C@H]2C(=O)N2CCCC2)cn1	9.5%
CCN(CC)c1cc2c(cc1F)c(=O)c(S(=O)(=O)c1ccc(C)cc1)cn2Cc1ccc(F)cc1	?
CCN1C(=O)Cc2cc(C(=O)NCc3ccc4c(c3)OCO4)ccc21	i
CCN(CC)C(=O)c1csc(N2CCN(c3cccc(Cl)c3)CC2)n1	i
CCOc1ccccc1CN1CCC2(CCN(C(=O)NC3CCCC3)CC2)Oc2ccccc21	-3.6%
Cc1nc(-c2ccc(F)cc2)n(Cc2ccc(F)c(F)c2)c(=O)c1CCO	-4.3%
COc1cc(OC)c(NC(=O)c2cnn(-c3ccccc3)c2-n2cccc2)cc1Cl	6.1%
